Screening data deposited in PubChem by several laboratories.
IMP-1 inhibitor: blocks Pseudomonas aeruginosa IMP-1 metallo-beta-lactamase. purified IMP-1, nitrocefin hydrolysis, epi-absorbance fluorescence. inhibition, % at 5.6 µM. 290,000 tested, 0.45% active;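 active means inhibition above the mean plus 3 SD of all compounds in the same screening run, cut at about 4.5% in these data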;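 further: 0% = IMP-1 with DMSO and 100% = DMSO wells lacking enzyme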
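assay system = purified recombinant IMP-1 metallo-beta-lactamase enzyme | schedule = 15 min preincubation plus 25 min reaction at 25 °C | signal = Epi-absorbance fluorescence, 480 nm excitation, 530 nm emission | read-out basis = percent inhibition from optical density relative to buffer-blank wells | controls = IMP-1 with DMSO as 0%, enzyme-free DMSO as 100%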
DNA FID counter: fluorescent intercalator displacement, NS3 helicase counter-screen; DNA fluorescent intercalator displacement, fluorescence; 290,000 tested, 0.17% active; inhibition, % at 7.9 µM; AID 1845; in the data active means inhibition above about 37%;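 further: 0% = vehicle and 100% = reference compound; higher means more ethidium bromide displaced from hairpin DNA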
VIM-2 inh: blocks Pseudomonas aeruginosa VIM-2 metallo-beta-lactamase | purified VIM-2, nitrocefin hydrolysis, epi-absorbance fluorescence | inhibition, % at 5.6 µM | 290,000 tested, 0.89% active;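 active means inhibition above the mean of all tested compounds plus 3 SD, cutoff set per screening run, cut at about 7.5% in these data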;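 further: red hydrolysis product quenches plate fluorescence so inhibitors raise well fluorescence; 0% = enzyme with DMSO and 100% = DMSO without enzyme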
IDE cell activ: activators of human insulin-degrading enzyme in cells. 340,000 tested, 0.073% active. activation, % at 5.96 µM. HEK cells, FAbeta-B cleavage, fluorescence polarization; 0% vehicle, 100% cell-free pure enzyme wells. P14735. AID 493087;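 active means activation above the mean of all tested compounds plus 3 SD, set per screening campaign, cut at about 17% in these data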
SUMO HTRF inh: SUMOylation inhibition. inhibition, % at 35 µM. AID 2006. 290,000 tested, 0.36% active. HTRF SUMOylation assay, SAE1/SAE2 + UBC9, in vitro; in the data active means inhibition above about 50%, passing the limit was not always enough; further: strong numbers were not always called active
Target sequence (P63279 whole entry, looked up): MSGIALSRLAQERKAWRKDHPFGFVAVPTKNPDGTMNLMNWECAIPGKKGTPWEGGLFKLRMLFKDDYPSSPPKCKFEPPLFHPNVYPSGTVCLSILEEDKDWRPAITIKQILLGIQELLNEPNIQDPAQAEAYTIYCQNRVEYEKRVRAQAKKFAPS
PfM18AAP inh: blocks P. falciparum M18 aspartyl aminopeptidase; recombinant PfM18AAP, H-Glu-NHMec fluorogenic cleavage; inhibition, % at 7.35 µM; 290,000 tested, 1.2% active;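 active means inhibition above the campaign mean inhibition over all tested compounds plus 3 SD, cut at about 28% in these data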;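 further: 0% = plate median of test compound wells and 100% = 2 mM ZnCl2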
NS3 helicase inh: blocks Hepatitis C virus NS3 helicase unwinding. inhibition, % at 10.9 µM. 290,000 tested, 0.56% active. NS3 helicase DNA unwinding, Cy5 molecular beacon fluorescence;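 active means inhibition above the mean of all tested compounds plus 3 SD, set per campaign, cut at about 35% in these data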;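 further: 0% = DMSO wells and 100% = thioflavine S control wells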
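Control set: DMSO versus 110 µM thioflavine S; Material: NS3 helicase fragment of HCV; Measured by: Cy5 fluorescence at 0 and 60 min, beacon hairpin quenching; Read-out basis: percent inhibition from t60/t0 fluorescence ratio; Times: reaction time 60 min, 25 °C; Repeats: single replicate; Compound dosing: single dose, 10.9 µM nominal final, DMSO 0.8% final.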
pCIP destab: p/CIP protein destabilization. Q05BA5. 290,000 tested, 0.01% active. F442A p/CIP-EGFP cells, EGFP fluorescence, 16 h. AID 1984. decrease of EGFP signal, % at 10 µM;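 active means EGFP signal decrease of at least 30% at 10 µM or well 3 SD below plate mean, unless failing retest; inactive means the rest, including hits failing retest or dose response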; further: some compounds called inactive have numbers as strong as hits; many of its hits are not listed in these tables
IDE cell inh: cellular human IDE inhibition; AID 434962; inhibition, % at 5.59 µM; 320,000 tested, 0.41% active; P14735; HEK cells, FAbetaB cleavage, fluorescence polarization;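 active means percent inhibition above the average of all tested compounds plus 3 SD, set per screening campaign, cut at about 16% in these data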;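 further: IDE supplied by intact live HEK cells; FP after avidin binding of uncleaved biotin substrate so inhibition keeps polarization high; 0% = DMSO wells and 100% = 60 µM reference IDE inhibitor Ii1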
An asterisk follows results filed as active; nt = no result given.

SMILES	IMP-1 inhibitor	DNA FID counter	VIM-2 inh	IDE cell activ	SUMO HTRF inh	PfM18AAP inh	NS3 helicase inh	pCIP destab	IDE cell inh
COc1ccc(NC(=O)C(F)(OC)C(F)(F)F)c(OC)c1 (stereo unspecified)	-4.8	-3.6	-1.4	-1.9	14.8	-23.6	15.6	-13.3	11.1
CC1=C(C(=O)N2CCOCC2)C(c2cc(C)ccc2C)NC(=S)N1 (stereo unspecified)	-1.9	-8.7	-2.9	5.2	11.2	-4.5	-10.4	-8.2	2.0
O=C(NCCS(=O)(=O)N1CCN(c2ccccc2)CC1)C1CC(=O)N(c2ccccc2)C1 (stereo unspecified)	0.4	-31.1	-2.6	4.4	0.3	1.5	-3.0	-0.3	4.4
O=C(N/N=C/c1cccnc1)c1ccc(NC(=O)c2cccc(Cl)c2)cc1	1.4	-16.3	-1.6	-1.5	35.1	0.4	-8.1	-0.4	10.9
O=C(Nc1ccncc1)c1ccc(C(=O)Nc2ccncc2)cc1	-0.9	0.7	-2.1	3.2	1.5	0.7	10.2	-2.5	-6.0
O=C(COc1ccc(Cl)cc1Cl)N/N=C/c1cccnc1	-1.4	-19.5	-2.4	-0.9	-8.7	2.1	14.7	11.5	3.9
Cc1c(C(=O)Nc2nonc2-c2ccc(F)cc2)oc2ccc(F)cc12	0.9	-22.1	1.0	4.9	-1.2	-6.3	3.1	-6.2	-1.7
Cc1coc2c(C)c3oc(=O)c(CCC(=O)NCc4ccccn4)c(C)c3cc12	-1.7	-35.7	7.6	-4.7	7.8	-11.5	-15.9	5.6	8.1
c1ccc(Nc2c3c(nc4ccccc24)CCC3)cc1	-2.5	12.2	-0.8	-1.8	12.7	9.7	-2.2	-2.9	-1.0
Cc1ccc(NC(=O)c2ccc([N+](=O)[O-])o2)cc1C	-1.3	1.1	-1.9	5.0	12.4	-7.0	0.7	-11.4	2.4
O=c1c(-c2ccc(O)cc2O)coc2cc(O)cc(O)c12	-1.2	-1.8	2.7	-3.7	10.2	19.6	3.6	3.6	-0.4
CCOCCCn1c(SCC(=O)Nc2cccc(S(=O)(=O)NC3=NCCCCC3)c2)nc2ccccc2c1=O	-3.6	-48.7	-1.1	5.0	11.8	-2.1	-10.6	-8.8	1.4
CC(/C=C/c1ccccc1)=N/NC(=O)CNC(=O)c1ccccc1F	-2.2	-6.4	-5.1	4.1	1.2	1.2	0.0	-2.9	3.3
C=CCCC(=O)N1CCC(n2nccc2NC(=O)c2ccccc2C)CC1	-0.8	-14.9	-0.1	3.6	-10.2	2.0	16.9	-0.8	-3.8
CCOC(=O)Cn1c(=O)oc2cc(S(=O)(=O)N(C)c3ccc(OC)cc3)ccc21	-3.1	-23.0	-1.8	-5.6	-3.2	-6.3	-6.3	-13.6	4.3
O=c1[nH]c(SCc2ccccc2Cl)nc2c1cnn2-c1ccccc1	-1.3	0.0	-4.2	-1.8	3.2	-1.5	13.5	-8.4	-1.9
O=C(O)CCC(=O)NC(c1ccccc1)c1ccccc1	-3.7	0.8	-0.6	3.6	15.4	-2.5	-7.3	-13.1	-1.4
CC(C)c1nnc(NC(=O)c2ccc3c(c2)OCO3)s1	-4.7	-2.4	-2.9	0.1	11.3	3.8	9.1	0.2	-5.5
C#CCSc1nc(-c2ccccc2)cc(C(F)(F)F)c1C#N	-1.8	-4.5	-4.2	4.5	19.5	-2.5	3.9	-10.6	-0.1
CCCc1nc2ccccc2c(=O)n1/N=C/c1ccc(O)c(O)c1	-0.9	-0.7	0.7	1.1	0.2	53.2*	-0.7	-7.3	1.1
CCOc1ccc(NC(=O)C2CCC(N3C(=O)C4CC=CCC4C3=O)CC2)cc1 (stereo unspecified)	-1.0	-16.3	-1.2	-3.0	22.7	-4.3	2.0	-5.9	8.7
O=C(CCc1ccc(S(=O)(=O)N2CCOCC2)cc1)NCCCN1CCCC1=O	0.7	-0.8	-0.9	3.7	-1.1	5.7	0.8	-11.0	-6.0
Cn1c(-c2ccc3c(c2)OCO3)cnc1NCc1cccc(O)c1	-1.8	6.4	-5.3	2.3	17.0	0.9	2.8	-5.8	1.9
CCOc1ccc(CCNC(=O)c2ccc(C)c(NC3=NC4CS(=O)(=O)CC4S3)c2)cc1 (stereo unspecified)	-1.0	-27.6	-1.5	-2.0	nt	-7.2	7.8	-2.0	0.5
CCN(CC)S(=O)(=O)c1cccc(NC(=O)COC(=O)CNC(=O)c2cccc(F)c2)c1	-3.1	-23.4	-1.4	1.7	-1.9	1.0	4.1	-14.6	5.3
The list goes on.
SMILES	IMP-1 inhibitor	DNA FID counter	VIM-2 inh	IDE cell activ	SUMO HTRF inh	PfM18AAP inh	NS3 helicase inh	pCIP destab	IDE cell inh
CN(C)CCNC(=S)Nc1ccc(-c2nc3ccccc3[nH]2)cc1	-2.2	13.2	-0.3	-6.0	8.0	10.4	-0.7	14.3	0.1
CCCNC(=O)COC(=O)/C=C/c1ccc2c(c1)OCO2	-3.7	-3.8	-4.5	7.6	5.8	3.3	-11.0	3.0	-1.2
NS(=O)(=O)c1ccc(N2C(=O)C3CC=CCC3C2=O)cc1 (stereo unspecified)	-1.4	0.5	-2.5	4.5	39.6	7.2	-2.5	0.4	-1.8
CCc1ccccc1N(C)C(=O)CCc1nc(-c2ccc(C)cc2)no1	-4.5	-29.4	-9.6	0.8	9.1	1.7	-5.7	0.8	2.9
Cc1ccccc1N=Cc1cc2c(cc1O)OC(N)=C(C#N)C2c1ccccc1 (stereo unspecified)	1.9	-6.7	-1.5	-4.7	12.2	4.5	17.6	-12.0	11.8
Cc1cc(Br)ccc1N=C1C(=O)Nc2ccccc21	-3.6	-0.7	-5.0	0.7	10.6	0.5	5.9	-12.2	1.5
O=C(c1ccncc1)N1CCCC(N2CCN(c3cccc(C(F)(F)F)c3)CC2)C1 (stereo unspecified)	-3.1	-34.4	-3.6	-5.9	5.9	25.0	2.3	-6.7	-0.6
O=S1(=O)[C@H]2CC3O[C@]2(C[C@@H]3c2ccc(F)cc2)CN1Cc1ccc(Cl)cc1	nt	nt	nt	3.4	-28.4	nt	nt	5.1	2.3
COc1ccc(OCC(=O)N/N=C2\CCCc3ccccc32)cc1	-2.9	-1.5	-1.7	-6.4	-12.6	0.1	-0.1	-7.1	-3.8
CCCN(C(=O)c1cn(C)c(=O)c2ccccc12)c1ccccc1C	-3.4	-29.9	-1.2	3.1	-12.9	-2.2	-12.8	-2.5	0.3
CC1=CC(=O)C=CC1(C)C(Cl)Cl (stereo unspecified)	-1.1	-0.3	-2.4	3.0	-23.8	-1.1	4.7	0.2	-0.2
O=C(NCc1ccco1)C1CCCCN1S(=O)(=O)c1ccc(F)cc1 (stereo unspecified)	-5.9	-2.6	-3.0	0.1	15.5	-6.5	18.7	3.0	3.7
COc1ccc(C)c(-n2c(N)cc(=O)n(Cc3ccccc3)c2=O)c1	-2.1	-8.0	-2.6	5.6	4.6	2.9	-2.3	-0.8	8.0
COc1cc(C(=O)Nc2nc(OC)c(-c3ccccc3)c(OC)n2)cc(OC)c1OC	-2.1	-26.3	-2.2	-5.1	-0.9	18.5	10.3	7.7	-0.9
C=CCn1c(SCC(=O)Nc2cc(C)on2)nc2sc(C)c(C)c2c1=O	-3.2	-0.2	-1.8	-5.5	-3.5	-1.1	1.7	-8.3	-3.6
C[C@@H](O)C1NC(=O)[C@H](CCCCN)NC(=O)c2cc([N+](=O)[O-])cc(I)c2NCCC[C@@H](C(N)=O)NC1=O (stereo partly specified)	-1.1	13.3	-3.5	-0.9	8.5	-10.1	-27.9	-5.7	-1.9
Cc1ccc(C(=O)/C=C/Nc2ccccc2C(N)=O)o1	-3.4	-8.0	-4.7	-6.2	25.4	2.2	0.1	-14.9	2.2
Cc1cc2c(c(Sc3ccccc3)n1)C(=O)OC2	-2.5	-8.7	-3.2	3.7	-12.2	4.1	-2.5	52.3	-5.3
NC(=O)c1c(NC(=O)c2ccccc2F)sc2c1CCCC2	0.2	10.3	1.5	4.8	38.6	5.4	-8.7	2.4	2.2
O=C(O)C1(Cc2nc3ccccc3[nH]2)CCCC1	-1.8	-2.0	-3.3	5.1	0.1	-1.1	-5.4	9.7	1.1
COc1cc2c(cc1NC(=O)c1ccccc1F)CCCC2	0.9	-2.6	-1.0	5.4	-24.1	-4.4	5.6	2.8	0.8
COC(=O)c1sc(S(=O)(=O)N2CCC(C(N)=O)CC2)c(C(=O)OC)c1C	1.7	-5.1	-2.3	-0.7	-5.1	1.3	3.6	1.1	1.2
O=C(NCc1ccco1)c1c[nH]c2ccc(S(=O)(=O)N3CCOCC3)cc2c1=O	-5.7	23.2	-1.2	2.1	2.9	7.3	-4.7	2.2	nt
CCS(=O)(=O)c1nc(S(=O)(=O)c2ccc(C)cc2)c(N2CCN(C)CC2)s1	-2.8	-3.3	-0.2	-1.7	5.8	-2.0	3.7	-3.2	6.7
CS(=O)(=O)N1CCN(c2ccc([N+](=O)[O-])c(N3CCOCC3)c2)CC1	-2.2	-4.2	-0.3	0.3	21.6	1.2	-1.7	-19.0	-1.1
CSc1nnc(NC(=O)CCc2ccccc2)s1	-1.6	-10.1	-2.9	5.3	9.5	-1.9	14.7	-18.0	-4.0
CCOC(=O)CSc1ccc2nnc(CCNS(=O)(=O)c3ccccc3)n2n1	-2.4	-8.6	-0.7	2.2	12.7	2.0	-4.7	2.1	-1.8
COc1ccc(OCC(O)Cn2c(Nc3ccccc3)nc3c2c(=O)n(C)c(=O)n3C)cc1 (stereo unspecified)	-3.1	-2.7	-3.2	2.1	22.0	-3.1	2.0	-6.2	2.8

One compound at a time (already shown).
CCOC(=O)CSc1ccc2nnc(CCNS(=O)(=O)c3ccccc3)n2n1 is listed as IMP-1 inhibitor = -2.4; DNA FID counter = -8.6; VIM-2 inh = -0.7; IDE cell activ = 2.2; SUMO HTRF inh = 12.7; PfM18AAP inh = 2.0; NS3 helicase inh = -4.7; pCIP destab = 2.1; IDE cell inh = -1.8
O=C(O)C1(Cc2nc3ccccc3[nH]2)CCCC1 is listed as IMP-1 inhibitor = -1.8; DNA FID counter = -2.0; VIM-2 inh = -3.3; IDE cell activ = 5.1; SUMO HTRF inh = 0.1; PfM18AAP inh = -1.1; NS3 helicase inh = -5.4; pCIP destab = 9.7; IDE cell inh = 1.1

Some of the entries so far, as labelled records:
Cc1cc2c(c(Sc3ccccc3)n1)C(=O)OC2
  IMP-1 inhibitor: -2.5	DNA FID counter: -8.7	VIM-2 inh: -3.2	IDE cell activ: 3.7	SUMO HTRF inh: -12.2	PfM18AAP inh: 4.1	NS3 helicase inh: -2.5	pCIP destab: 52.3	IDE cell inh: -5.3

NC(=O)c1c(NC(=O)c2ccccc2F)sc2c1CCCC2
  IMP-1 inhibitor: 0.2	DNA FID counter: 10.3	VIM-2 inh: 1.5	IDE cell activ: 4.8	SUMO HTRF inh: 38.6	PfM18AAP inh: 5.4	NS3 helicase inh: -8.7	pCIP destab: 2.4	IDE cell inh: 2.2

O=C(O)C1(Cc2nc3ccccc3[nH]2)CCCC1
  IMP-1 inhibitor: -1.8	DNA FID counter: -2.0	VIM-2 inh: -3.3	IDE cell activ: 5.1	SUMO HTRF inh: 0.1	PfM18AAP inh: -1.1	NS3 helicase inh: -5.4	pCIP destab: 9.7	IDE cell inh: 1.1
